GRP78 ERSR act: qHTS for Inducers of the Endoplasmic Reticulum Stress Response (ERSR) in Human Glioma: qHTS; U87-MG GRP78 promoter luciferase reporter, 16 h; Potency, µM, for the others: at the top dose activation, most hits filed as activators; 0.02% of 420,000 active; AID 602332, 2012; note: potency is the fitted concentration of half-maximal effect; series mostly up to about 76 µM; % of control where 0% means no effect; nearly all actives have a fitted effect of over 35% in size
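Stably transfected U87-MG glioma cells carrying a GRP78-based luciferase sensor; 16 h compound incubation. Luminescence end-point read 10 min after Bright-Glo addition at room temperature.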
LDHA block: qHTS assay for inhibitors of human lactate dehydrogenase. activity change, % (values are at about 110 or 230 µM). 0.15% of 480,000 active. L-lactate dehydrogenase A chain (Homo sapiens), P00338. purified LDHA, NADH/diaphorase-resazurin fluorescence; hits give low values; in the data active = activity change below about -30%; inconclusive = mostly about -25% to -30%;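 note: plate controls were DMSO wells for no effect and wells without enzyme for full effect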
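Human LDH5 (2 nM) was incubated with 0.06 mM NADH and 0.2 mM pyruvate for 5 min at room temperature in Tris pH 7.4. Remaining NADH was coupled through diaphorase/resazurin, and resorufin fluorescence was read at 0 and 20 min.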
Vif-APOBEC3F blk: qHTS for Inhibitors of Vif-A3F Interactions: qHTS; AID 602313, 2012; 0.2% of 390,000 active; HeLa A3F-eYFP + Vif (tagged APOBEC3F with the HIV-1 protein that degrades it), YFP fluorescence increase; Potency, µM (series often up to 46.1 µM), for the others: at the top dose activity, negative = active; note: potency is the fitted concentration of half-maximal effect; % of control where 0% means no effect; nearly all actives have a fitted effect of over 65% in size
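Fluorescence increase (Ex 488/Em 500-530) after overnight compound treatment at 37 deg C flags inhibition of Vif-driven A3F-eYFP loss in stable HeLa A3F-eYFP/Vif cells seeded overnight beforehand.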
RXFP1 agonist: qHTS Assay for Agonists of the Relaxin Receptor RXFP1; Potency, µM (series often up to 57.5 µM), inactives show at the top dose activation, usual class: activators; AID 2676, 2010; 0.3% of 370,000 active; Relaxin receptor 1 (Homo sapiens), Q9HBX9; HEK293T-RXFP1 cAMP TR-FRET, 30 min; response scale: percent of porcine relaxin response, buffer zero; note: potency is the fitted concentration of half-maximal effect; % is set by controls: 0 for no effect and ±100 for the full control effect; nearly all actives have a fitted effect of over 60% in size; many of its hits are not listed in these tables
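HEK293 cells stably expressing RXFP1, treated 30 min at 37C with compounds plus PDE4 inhibitor Ro 20174; cAMP measured by HTRF TR-FRET. Normalized to buffer and 29 nM porcine relaxin; EC50 by Hill fit.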
mIDH1 inhibitor: qHTS for Inhibitors of mutant isocitrate dehydrogenase 1 (IDH1): qHTS | Isocitrate dehydrogenase [NADP] cytoplasmic (Homo sapiens), O75874 | IDH1-R132H enzyme, NADPH consumption, diaphorase/resazurin fluorescence | Potency, µM (doses to about 76.6 µM), for inactives: at the highest dose activity change, negative = inhibition, most hits filed as inhibitors | 0.093% of 390,000 active | AID 602179, 2012; note: potency is the fitted concentration of half-maximal effect; % is set by controls: 0 for no effect and ±100 for the full control effect; nearly all actives have a fitted effect of over 65% in size
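IDH1-R132H (0.5 ug/mL dispensed) in pH 7.5 Tris buffer was preincubated 30 min with compound, then given a substrate mix of 0.016 mM NADPH and 2 mM alpha-KG for 80 min at room temperature; remaining NADPH was read by diaphorase/resazurin fluorescence.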
Vif-APOBEC3G blk: qHTS for Inhibitors of Vif-A3G Interactions: qHTS | DNA dC->dU-editing enzyme APOBEC-3G (Homo sapiens), Q9HC16 | HeLa A3G-eYFP + Vif (tagged APOBEC3G with the HIV-1 protein that degrades it), YFP fluorescence, overnight | Potency, µM (series often up to 46.1 µM), for inactives: top-dose activity, negative = active, most hits filed as inhibitors | 0.076% of 410,000 active | AID 602310, 2012;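 note: potency is the fitted concentration of half-maximal effect; % is set by controls: 0 for no effect and ±100 for the full control effect; nearly all actives have a fitted effect of over 60% in size; hits raise eYFP signal because A3G escapes Vif-driven loss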
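HeLa cells stably expressing Vif and C-terminally eYFP-tagged A3G, seeded overnight at 37 deg C, then exposed to compound by pintool overnight at 37 deg C. Rise in yellow fluorescence (Ex 488/Em 500-530, Acumen) marks blocked Vif-driven A3G degradation.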
USP1-UAF1 inh: Inhibitors of USP1/UAF1: Primary Screen; Ubiquitin carboxyl-terminal hydrolase 1 (Homo sapiens), O94782; recombinant USP1/UAF1, Ub-Rhodamine cleavage fluorescence; Potency, µM (top dose mostly 57.1 µM), for inactives: at the top dose activity change, negative = inhibition, hits mostly inhibitors; 0.23% of 390,000 active; note: potency is the fitted concentration of half-maximal effect; % is set by controls: 0 for no effect and ±100 for the full control effect; nearly all actives have a fitted effect of over 60% in size; inactives centre near -12
Target sequence (O94782 whole entry, looked up): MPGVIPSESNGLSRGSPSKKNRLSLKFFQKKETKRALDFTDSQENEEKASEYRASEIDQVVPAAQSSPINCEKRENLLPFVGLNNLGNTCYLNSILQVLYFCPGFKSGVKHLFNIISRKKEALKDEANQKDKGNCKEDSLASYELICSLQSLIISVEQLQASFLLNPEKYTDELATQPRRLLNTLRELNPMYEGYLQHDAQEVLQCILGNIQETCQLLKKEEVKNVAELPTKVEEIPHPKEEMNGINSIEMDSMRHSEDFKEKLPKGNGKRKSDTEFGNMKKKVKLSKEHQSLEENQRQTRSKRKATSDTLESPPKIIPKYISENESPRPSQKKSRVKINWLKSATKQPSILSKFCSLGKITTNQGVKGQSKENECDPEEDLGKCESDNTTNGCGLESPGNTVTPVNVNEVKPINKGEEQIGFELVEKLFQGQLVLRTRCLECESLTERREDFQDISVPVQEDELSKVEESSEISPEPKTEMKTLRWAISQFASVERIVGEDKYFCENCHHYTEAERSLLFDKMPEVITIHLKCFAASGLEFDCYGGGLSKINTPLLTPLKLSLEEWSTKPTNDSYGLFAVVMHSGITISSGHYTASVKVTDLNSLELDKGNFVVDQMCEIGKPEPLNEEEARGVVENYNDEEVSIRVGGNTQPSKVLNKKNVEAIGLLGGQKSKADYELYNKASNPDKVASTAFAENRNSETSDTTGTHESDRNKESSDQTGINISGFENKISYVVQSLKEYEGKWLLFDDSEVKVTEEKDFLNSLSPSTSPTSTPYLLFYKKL
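Step one: compound is pinned into 1nM USP1/UAF1 in HEPES pH 7.8 buffer with TCEP. Step two: 15 min room-temperature incubation. Step three: Ub-Rho (150nM final) starts cleavage, tracked by fluorescence over six one-minute reads.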
PI4K2A block: qHTS for small molecular inhibitors of PI4K2A; 0.13% of 420,000 active; AID 1346378, 2018; Phosphatidylinositol 4-kinase type 2-alpha (Homo sapiens), Q9BTU6; activity change, negative = inhibition, % at 76.9 µM; purified PI4K2A, ADP-Glo luminescence, 1 h; hits give low values; in the data active = activity change below about -50%; inconclusive = mostly about -30% to -49%;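 note: -100% = wells without enzyme as full effect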
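ADP-Glo luminescence measured ADP generated by PI4K2A enzyme (4 ug/mL before mixing) with 1.2 mM PI substrate (pre-mix) and 300 microM ATP (pre-mix). Tris pH7.5 buffer with MgCl2, Triton X-100; 1 h reaction at ambient temperature.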
TrxR1 substrate: qHTS Assay for Substrates of Mammalian Selenoprotein Thioredoxin Reductase 1 (TrxR1): qHTS; Thioredoxin reductase 1, cytoplasmic (Rattus norvegicus), O89049; purified TrxR1 substrate turnover, NADPH consumption readout; Potency, µM (series often up to 114 µM), for the others: at the top dose activity change, negative = substrate turnover; 0.01% of 390,000 active; AID 588456, 2011; note: potency is the fitted concentration of half-maximal effect; % is set by controls: 0 for no effect and ±100 for the full control effect; nearly all actives have a fitted effect of over 50% in size
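Rat TrxR1, dispensed at 90 nM, was prereduced with 400 uM NADPH (final) for 5 min at ~22 deg C, then incubated with compound 15 min before 400 uM selenite. A first-read NADPH fluorescence drop versus no-compound background flagged substrates.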
Numbers without * were called inactive; ? = inconclusive; · = not tested or not shown; & = joins results of further samples; [ ] = dose if it differs, or a comment. Unless noted, calls come from the whole dose curve; as a rule, active = well fitted curve in the direction sought with a large enough effect; inconclusive = small, poorly fitted or top-dose-only effect, or another doubt; inactive = no such curve, though single readings can be large; an effect the other way counts as inactive or inconclusive.

SMILES,PI4K2A block,mIDH1 inhibitor,GRP78 ERSR act,LDHA block,TrxR1 substrate,Vif-APOBEC3G blk,RXFP1 agonist,Vif-APOBEC3F blk,USP1-UAF1 inh
CCCOc1ccc(C(=O)NC(=S)Nc2nc(C)c(C(=O)N(C)C)s2)cc1,1,0%,4%,3,-4%,-1%,1.5%,4%,-15%
CC(=O)N[C@@H](Cc1ccc(OC(F)(F)F)cc1)C(=O)O,-14,7%,3%,0,10%,3%,1.3%,-1%,-14%
COCc1cc(=O)[nH]c(/N=C(\N)Nc2cccc(C)c2)n1,1,5%,-1%,-2,-8%,1%,0.0%,4%,-1%
COc1ccc(/C=N/OCC(=O)N2CC3(C)CC2CC(C)(C)C3)cc1 (configuration not stated),-4,8%,0%,0,-5%,-5%,3.5%,6%,-8%
COc1ccc(-c2ccc(C#N)c(SCC(=O)NCc3ccco3)n2)cc1OC,1,1%,-10%,-7,75%[activator][57.1 µM],-5%,18%,-17%,-17%
CC(C)N1C/C(=C/c2ccsc2)C(=O)/C(=C/c2ccsc2)C1,7,15%,-15%,9,-9%,?,0.7%,?,?
O=S(=O)(c1ccccc1)c1nc(-c2cccs2)oc1NCC1CCCO1 (configuration not stated),1,0%,-4%,-5,-12%,0%,-1.3%,3%,-1%
CCC(=O)n1nc(-c2cccnc2)nc1NCc1ccc(F)cc1,0&6,7%&-12%,-3%&-2%,-8&-6,7%[57.1 µM],3%&1%,-2.3%&0.1%,9%&4%,-5%&-30%
O=C(CSc1cn(CCNC(=O)c2ccccc2F)c2ccccc12)Nc1ccc2c(c1)OCCO2,1,6%,-3%,-3,2%,-4%,2.8%,2%,-22%
O=C(CNS(=O)(=O)c1ccc(Br)s1)Nc1ccc2c(c1)OCCO2,9,3%,-1%,-1,1%[57.1 µM],0%,0.1%,-14%,-11%
COC(=O)C1CCN(C(=O)[C@H](C)NC(=O)C2CC(=O)N(c3ccc(F)cc3)C2)CC1 (some centres not stated),3,-2%,-2%,1,0%,0%,-1.4%,2%,-19%
CN(C)CCNc1oc(COc2cccc(Cl)c2)nc1C#N,-2,4%,-1%,1&2,0%,-1%,0.1%,4%,-6%
Cc1ccc(C(=O)c2c(NC(=O)CSc3nnc(N)s3)sc3c2CCCC3)cc1,-2,-20%,-10%,7,-6%,1%,2.4%,-19%,-3%
O=C(COC(=O)c1cccnc1Cl)Nc1cccc(S(=O)(=O)N2CCOCC2)c1,2,-3%,-3%,-3,-6%,-3%,·,-5%,1%
Cc1ccc(NC(=O)CCC(=O)OCC(=O)c2ccc(Oc3ccc([N+](=O)[O-])cc3)cc2)cc1,-6,-11%,-2%,-6,-12%,1%,4.4%,16%,-17%
CCOC(=O)c1[nH]c2ccc(C)cc2c1NC(=O)CN1CCCCC1,-4,4%,-5%,-2,18%[57.1 µM],-3%,0.6%,-10%,1%
CCN(Cc1ccccc1)S(=O)(=O)c1nc2nc(C)c(C)c(C)n2n1,-1,-1%,1%,-11,1%,0%,7.1%,-1%,-3%
CC1(C2CC2)NC(=O)N(CC(=O)Nc2cc(S(=O)(=O)N3CCCCC3)ccc2Cl)C1=O (configuration not stated),0,-11%,-3%,-8,-8%,-2%,0.0%,0%,-3%
Cc1cc(C)c2nc(C(F)(F)F)nc(N3CCN(C(=O)c4ccco4)CC3)c2c1,3,5%,-2%,-3,-7%,1%,0.2%,0%,-7%
CCCN1CN(Cc2ccccc2)CNC1=S,2,10%,-2%,-6,5%,0%,-0.1%,-14%,-4%

The list continues.
SMILES,PI4K2A block,mIDH1 inhibitor,GRP78 ERSR act,LDHA block,TrxR1 substrate,Vif-APOBEC3G blk,RXFP1 agonist,Vif-APOBEC3F blk,USP1-UAF1 inh
Cc1cccc2c(=O)cc(C)n(Cc3ccccc3)c12,-1,7%,-5%,1,-3%,0%,3.4%,-33%,-12%
Cc1cc(C)c(-c2cc(NC(=O)COC(=O)c3ccc(C#N)cc3)n(-c3ccccc3)n2)cc1C,2,-1%,-2%,0,-1%,1%,-0.3%,12%,-6%
CCOC(=O)COc1cccc2c(=O)n(CC(=O)N3CCCc4ccccc43)ccc12,-3,-2%,-2%,0,14%[57.1 µM],-8%,-0.1%,2%,-12%
C#CCOCCOCCOCCNc1nc(N2CCN(C(=O)CCCCCCCCCCNC(=O)Cn3cc(CCCCCN)nn3)CC2)nc(N2CCN(C(=O)CCCCCCCCCCNC(=O)[C@H]([C@@H](C)CC)n3cc(CCCCN=C(N)N)nn3)CC2)n1,-3,-17%,-12%,1,-3%,-26%,-1.5%,8%,?
CSCCC(NS(=O)(=O)c1ccc(C)cc1)C(=O)NNC(=O)c1csc(N2CCOCC2)n1 (configuration not stated),-3,0%,-2%,-2,9%,-3%,-2.5%,-4%,-17%
COCCCN(C(=O)c1ccco1)c1nc(-c2cc(OC)ccc2OC)cs1,0,3%,-2%,-9,8%,0%,3.4%,2%,-17%
Cc1ccc(N2C(=O)C(CN3CCCC3)C2c2ccccc2)cc1 (configuration not stated),5,-2%,-9%,-3,3%[57.1 µM],2%,3.3%,?,-4%
CC(=O)c1cc(C)ccc1OC(=O)CCN1C(=O)C2C3c4ccccc4C(c4ccccc43)C2C1=O (configuration not stated),0,-1%,-3%,-4,3%,3%,-2.3%,1%,-16%
COc1ccc(Cc2nnc(SCC(=O)Nc3ccccc3)[nH]c2=O)cc1,-4,2%,-2%,-2,3%[57.1 µM],-10%,-0.3%,-16%,-10%
CCOC(=O)C1=CCN(S(=O)(=O)c2cccc(Cl)c2)C1c1cccc(C)c1 (configuration not stated),-2,·,-4%,-1,·,-1%,·,·,·
CSc1ncccc1C(=O)NCC1CCCCC1,2,-5%,-3%,0,-1%,3%,1.3%,9%,-15%
COc1ccc(C2(C(=O)Nc3ccc(C)c(C)c3)CCOCC2)cc1,0,-6%,-3%,-4,-8%,1%,0.2%,-3%,-3%
CC(C)CN(C(=O)c1cc(Cl)nc2ccccc12)c1c(N)n(Cc2ccccc2)c(=O)[nH]c1=O,5,5%,-3%,-4,-2%,-6%,1.3%,5%,-18%
CC(=O)NNc1nc(-c2ccc(NC(C)=O)cc2)cs1,1,-10%,2%,-5,5%,2%,0.5%,-1%,-6%
CCc1ccccc1N=C1SCC(=O)N1C,7,10%,-1%,-5,-6%,-3%,0.8%,-3%,-13%
O=C(NCc1cccc(C(F)(F)F)c1)c1cc(Cl)ccc1Cl,-6,6%,3%,-3,0%,4%,0.1%,-2%,-20%
COc1ccc(CCNC(=O)c2ccc3c(c2)N(Cc2cccc(C)c2)C(=O)c2ccccc2S3(=O)=O)cc1OC,-17,-1%,-1%,-6,-3%,1%,-0.6%,6%,-12%
CC1Cc2ccccc2N1C(=O)COC(=O)c1ccccc1NCCO (configuration not stated),-4,2%,-2%,3,51%[activator][57.1 µM],-6%,1.3%,-12%,?
CCc1cccc(CC)c1NC(=O)c1cc(CN2C(=O)c3ccccc3C2=O)ccc1OC,-1,-4%,-7%,-3,-8%,-9%,4.1%,6%,-5%
CCC1=NN2C(=N)/C(=C/c3cc(C)n(-c4ccccc4)c3C)C(=O)N=C2S1,-5,8%,-3%,-8,14%[57.1 µM],-1%,0.2%,13%,14%

Carrying on:
SMILES,PI4K2A block,mIDH1 inhibitor,GRP78 ERSR act,LDHA block,TrxR1 substrate,Vif-APOBEC3G blk,RXFP1 agonist,Vif-APOBEC3F blk,USP1-UAF1 inh
CCOC(=O)Cn1nc2oc(=O)c(CCN3CCN(c4ccccc4OC)CC3)c(C)c2c1C,0,-2%,2%,-11,·,-6%,·,1%,?
Cn1c(=O)n(C)c2cc(N3CCOCC3)c(NS(=O)(=O)c3cccc(C#N)c3)cc21,-4,30%,3%,33,7%[57.1 µM],-2%,3.3%,-4%,-6%
COc1ccc(/C=C/C(=O)OCC(=O)c2ccc3c(c2)NC(=O)CO3)cc1,4,-20%,-6%,-16,-4%,0%,0.8%,-2%,-8%
CCC(C)[C@H](Nc1nc(-c2ccccc2)nc2c1oc1ccccc12)C(=O)O (some centres not stated),3,-1%,-2%,-6,-10%,0%,-0.3%,-1%,-8%
COc1ccc2c(CSc3nc4nc(C)cc(C)n4n3)cc(=O)oc2c1,7,0%,1%,0&2,7%[57.1 µM],-3%,12%,-9%,-20%
Cc1ccc2nc(-c3cccc(Cl)c3)c(Nc3ccc4c(c3)OCO4)n2c1,-3,10%,-4%,4,7%,-4%,10%,-7%,?

High-throughput results as filed in PubChem BioAssay.

The list is partial; count on the stated rates, not on these rows.
